High-throughput results from PubChem BioAssay.
aDG glyco up = increases alpha dystroglycan glycosylation; Pro5-aDG cells, alpha-DG glycosylation AlphaScreen (IIH6); 0% Pro5, 100% B10-LARGE cell signal; 0.22% of 360,000 active; activation, % at 10 µM;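 active = activation of at least 8% versus controls, or a plate z-score of at least 8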;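 note: Pro5 are CHO cells carrying HIG-tagged alpha-DG that lacks glycosylation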
MITF TRPM1 inh = MITF TRPM1 promoter inhibition in SK-MEL-5 cells | SK-MEL-5 TRPM1 promoter luciferase, 24 h | inhibition, % at 12.5 µM | AID 488899 | 0.83% of 330,000 active;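 active = mean inhibition across replicates of 60% or more, whatever share of single replicates reaches that level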; note: values of inactives mirror those of a sister screen read the other way
Shn3 3UTR inh = reduces Shn3 3'UTR luciferase signal in osteoblasts; Clone20 osteoblast Shn3 3'UTR firefly luciferase, 24 h; inhibition, % at 12.5 µM; 0.52% of 360,000 active; AID 588674;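 active = mean inhibition of at least 75% with every replicate also reaching 75%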;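 note: 0% = median of neutral control wells and 100% = pilot-screen positive control compound; some compounds past the cut are filed as inactive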
iPSC survival up = hiPSC single-cell survival enhancement; 0.044% of 360,000 active; AID 602274; ATPlite luminescence; 100% = ROCK inhibitor wells, 0% = DMSO; survival enhancement, % at 20 µM; in the data active = survival enhancement above about 18%;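 note: cells exposed to compounds for 16 hours before the ATP read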
NR2E3 ag-1 = agonists of human NR2E3 nuclear receptor; CHO-S Gal4-NCOR/VP16-NR2E3 two-hybrid, luciferase; inhibition of corepressor binding, % at 3.98 µM; AID 602229; 0.35% of 360,000 active;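 active = inhibition above the mean of all tested compounds plus 3 SD, cut at about 70% in these data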;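 note: 0% = DMSO with NR2E3 transfected cells and 100% = cells lacking NR2E3 construct; higher means lower luciferase signal from less NR2E3 corepressor binding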
Target sequence (Q9Y5X4 whole entry, looked up, the tested form may be a part): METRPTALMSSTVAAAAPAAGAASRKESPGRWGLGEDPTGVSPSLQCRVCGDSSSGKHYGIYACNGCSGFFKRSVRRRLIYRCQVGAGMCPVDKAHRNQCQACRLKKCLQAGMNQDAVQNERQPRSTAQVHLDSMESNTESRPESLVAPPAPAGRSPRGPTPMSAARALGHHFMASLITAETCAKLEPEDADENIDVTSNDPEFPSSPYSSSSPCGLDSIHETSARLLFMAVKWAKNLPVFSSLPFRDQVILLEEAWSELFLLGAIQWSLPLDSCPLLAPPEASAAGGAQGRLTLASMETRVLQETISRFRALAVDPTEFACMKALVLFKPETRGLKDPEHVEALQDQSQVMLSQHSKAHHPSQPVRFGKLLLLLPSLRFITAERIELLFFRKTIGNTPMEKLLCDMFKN
NR2E3 ag-2 = activates human photoreceptor nuclear receptor NR2E3; GST-NR2E3/biotin-RetCOR TR-FRET, 1536-well; inhibition of corepressor binding, % at 4.78 µM; 0.12% of 320,000 active; AID 2300;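 active = percent inhibition above the cutoff of mean plus 3 SD of all tested compounds, set per screening campaign, cut at about 20% in these data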;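 note: 0% = DMSO wells and 100% = biotin wells as full block of FRET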
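Test system – NR2E3–RetCOR corepressor complex · Quantity – NR2E3 fusion 1.35 nM · Buffer or medium – Tris pH 7.5 · Incubation – Compound–protein incubation for 5 h at 4 °C · Technique – TR-FRET, Eu(K)-anti-GST donor, streptavidin-D2 acceptor, ex 340, em 617/671 nm · Evaluation – percent inhibition of 671/617 nm emission ratio versus biotin and DMSO controls · Plate – 1536-well format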
CF NFkB inh = inhibitors of cystic fibrosis induced NF-kB; inhibition, % at 5 µM; 0.86% of 360,000 active; KKLEB NF-kB-GFP reporter, PAF-induced, GFP fluorescence overnight;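 active = at least 50% inhibition at 5 µM, scaled per plate between neutral and stimulator controls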;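 note: PAF is a Pseudomonas aeruginosa culture filtrate used as stimulus; plate controls were PAF-stimulated DMSO wells for no effect and unstimulated DMSO wells for full effect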
KKLEB cytotox = counter-screen for CF NF-kB inhibitors: cytotoxicity; KKLEB CF airway cells viability, ATPlite luminescence, overnight; hits give low values; cells stimulated with P. aeruginosa culture filtrate; activity change (cytotoxicity), % at 5 µM; 0.36% of 360,000 active; AID 602141;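 active = corrected activity change at or below -50% at 5 µM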
HIF-2a inh = HIF-2a inhibition | 786-0 RCC cells HIF-2a reporter, luciferase luminescence, overnight | inhibition, % at 18.8 µM | 0.72% of 360,000 active | AID 624352;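 active = inhibition of the luminescence signal of 40% or more relative to plate controls, in a single-dose primary screen at 18.75 µM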
TWEAK Fn14 block = inhibitors of TWEAK-Fn14 interaction signaling | AID 1159606 | inhibition, % at 10 µM | TWEAK-stimulated Fn14 reporter cells, luciferase luminescence, 8 h | 2% of 360,000 active; in the data active = inhibition above about 50%
Peg3 promoter = Peg3 promoter activity inhibition. AID 588405. HeLa PEG-Prom luciferase reporter, luminescence, overnight. 1.7% of 360,000 active. inhibition, % at 20 µM;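 active = inhibition of at least 50% at 20 µM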
* marks the source's active call; other numbers are inactive results; x = not tested or not shown.

SMILES | aDG glyco up | MITF TRPM1 inh | Shn3 3UTR inh | iPSC survival up | NR2E3 ag-1 | NR2E3 ag-2 | CF NFkB inh | KKLEB cytotox | HIF-2a inh | TWEAK Fn14 block | Peg3 promoter
COc1cc(/C=C/C(=O)C2C(=O)C=C(C)OC2=O)cc(OC)c1O (stereo not drawn) | 0.0 | 9 | 9 | -2.0 | -10 | 1 | 37 | -18 | 15 | -16 | 7
O=C(COc1ccc(S(=O)(=O)N2CCOCC2)cc1Cl)NCc1ccccn1 | 0.0 | 9 | -19 | -0.4 | 3 | -1 | -2 | 6 | 11 | -4 | -3
COC(=O)c1cc(S(=O)(=O)N2CCCCCC2)c[nH]1 | -0.1 | 1 | -1 | -0.5 | -3 | 3 | -12 | -1 | 14 | -5 | 8
CC(=O)c1ccc(OCc2cn(CC(=O)c3ccc(O)cc3)nn2)c(C)c1 | 0.0 | x | -10 | 4.0 | -19 | x | -23 | 14 | -6 | 7 | -5
Cn1c(CCc2ccc(N)cc2)nc2ccccc21 | 0.0 | -44 | -77 | -2.5 | -103 | -1 | -15 | 6 | -199 | 18 | -125
COc1ccccc1Nc1ccc([N+](=O)[O-])cn1 | -0.3 | -25 | -33 | 1.5 | -5 | 1 | -12 | -2 | -107 | -23 | -55
COc1ccc(NC(=O)CSc2nnc(Cc3ccccc3)o2)c(OC)c1 | 0.2 | 13 | 0 | 0.4 | -1 | 0 | -14 | 17 | 1 | 6 | 1
CC(=O)Nc1ccc(NC(=O)C2(C)Cc3c(-c4cccc(C(F)(F)F)c4)ccnc3O2)cc1 (stereo not drawn) | -0.2 | x | 43 | -2.9 | -14 | x | -38 | -9 | -12 | -7 | -17
COC(=O)c1ccc(N=NNc2ccccc2)cc1 | 0.1 | -22 | -47 | -1.9 | -144 | 0 | 14 | 6 | -63 | -13 | -281
Cc1cc(C)n(CCNC(=O)[C@H]2O[C@@H](n3cnc4c(N)ncnc43)[C@H](O)[C@@H]2O)n1 | 0.0 | x | 17 | 2.5 | -2 | x | 6 | 3 | 6 | -25 | 1
Cc1ccc2c(c1)C1(OCCO1)C(=O)N2 | -0.2 | -3 | 2 | 2.6 | -15 | 0 | -4 | 6 | -5 | -9 | -4
CC(C)N(c1ccccc1)c1ncnc(NCCC(=O)O)c1[N+](=O)[O-] | 0.0 | 3 | 6 | -0.3 | -5 | 1 | -8 | 0 | 22 | -4 | 6
Cc1ccc(N2CCN(C(=O)N3CCOCC3)CC2)c(C)c1 | -0.2 | -4 | 6 | -0.2 | -10 | -1 | 3 | 8 | 22 | 15 | -1
COc1ccccc1NS(=O)(=O)c1ccc(N/N=C(\C)C(C)C)c([N+](=O)[O-])c1 | 2.4 | 23 | 69 | -2.2 | x | -6 | 5 | 10 | 23 | 44 | 22
Cn1c(COc2ccccc2)nnc1SCC(=O)Nc1ccc(S(N)(=O)=O)cc1 | 0.2 | -13 | 1 | 1.5 | 4 | 3 | 5 | -16 | 4 | -6 | -1
COCCCNC(=O)c1cccc2c(-c3ccc(OC)cc3C)coc12 | 0.7 | x | 12 | -1.0 | -69 | x | -26 | 14 | -15 | 24 | -2
O=C1C2ON(c3ccc(Br)cc3)C(c3cccnc3)C2C(=O)N1C1CCCCC1 (stereo not drawn) | 0.7 | 11 | 1 | -0.5 | -3 | 2 | -8 | -3 | 19 | -8 | 22
CN1CC(=O)N(CC(=O)N2N=C(c3ccc(Cl)cc3)CC2c2ccco2)C1=O (stereo not drawn) | 0.4 | 3 | 17 | -0.6 | 20 | -1 | 14 | 0 | 12 | -23 | 6
C=CCn1c(SCC(=O)Nc2ccc(NC(C)=O)cc2)nc2sc(C)c(C)c2c1=O | 0.3 | 1 | -18 | -0.4 | 6 | 2 | 17 | -16 | 0 | -30 | -125
NC(=O)c1ccsc1NC(=O)COC(=O)CNC(=O)c1ccc(F)cc1 | 0.0 | -3 | -31 | -0.4 | -15 | 1 | 8 | -3 | 7 | -2 | 2
Cc1cc(S(=O)(=O)NCC(=O)O)ccc1F | -0.2 | 13 | 3 | 3.0 | -4 | -3 | 8 | -6 | 9 | 5 | -9
O=C1/C(=C\c2ccc(Br)o2)SC(=Nc2ccccc2)N1c1ccccc1 | -0.5 | 0 | 0 | -1.6 | -19 | -3 | 1 | -4 | -10 | 5 | 7
COc1ccc(S(=O)(=O)N2CCC(C(=O)N3CCc4ccccc4C3)CC2)cc1 | -0.2 | 3 | -16 | 3.5 | -4 | 1 | -1 | -6 | 16 | -3 | 0
O=C(O)C1C2CCCCC2=C2CCCCC2C1C(=O)c1ccccc1 (stereo not drawn) | 0.1 | 12 | -26 | 0.2 | 8 | 3 | 10 | -1 | 15 | -1 | -4
Cc1cc2ccccc2c(=O)[nH]1 | 0.2 | 2 | -3 | -0.1 | -32 | 1 | 4 | 12 | 10 | 2 | -5
Cc1ccc(C2CC(c3ccccc3)=NN2C(=O)CSc2nnc(-c3ccncc3)n2C)o1 (stereo not drawn) | 0.1 | -6 | -31 | -0.5 | -12 | -1 | -4 | -5 | 1 | -16 | 0
CCCCOc1ccc(OC(=O)Nc2cc(Cl)ccc2OC)cc1 | 0.5 | 0 | -17 | 0.4 | 15 | -4 | 4 | -15 | -10 | 4 | -6
O=C(C1CCN(C2CCN(Cc3ccsc3)CC2)CC1)N1CCOCC1 | -0.2 | 2 | 6 | -0.5 | -14 | 4 | -9 | 7 | 10 | 0 | 9
CCCCN(C(=S)NC(=O)c1cc(OC)c(OC)c(OC)c1)c1c(N)n(Cc2ccccc2)c(=O)[nH]c1=O | -0.3 | 3 | 7 | 0.7 | 1 | 1 | 12 | -5 | 5 | -22 | 11
COc1cc([N+](=O)[O-])ccc1NC(=O)NNC(=O)CCc1ccccc1 | -0.4 | 6 | -2 | -0.6 | -11 | 4 | 21 | -42 | 13 | 0 | 11

Entries of single compounds, looked up by structure. Order of screens: aDG glyco up, MITF TRPM1 inh, Shn3 3UTR inh, iPSC survival up, NR2E3 ag-1, NR2E3 ag-2, CF NFkB inh, KKLEB cytotox, HIF-2a inh, TWEAK Fn14 block, Peg3 promoter
`CCCCN(C(=S)NC(=O)c1cc(OC)c(OC)c(OC)c1)c1c(N)n(Cc2ccccc2)c(=O)[nH]c1=O` as listed: -0.3, 3, 7, 0.7, 1, 1, 12, -5, 5, -22, 11
`O=C1/C(=C\c2ccc(Br)o2)SC(=Nc2ccccc2)N1c1ccccc1` as listed: -0.5, 0, 0, -1.6, -19, -3, 1, -4, -10, 5, 7
`COc1cc([N+](=O)[O-])ccc1NC(=O)NNC(=O)CCc1ccccc1` as listed: -0.4, 6, -2, -0.6, -11, 4, 21, -42, 13, 0, 11

More structures follow:
SMILES | aDG glyco up | MITF TRPM1 inh | Shn3 3UTR inh | iPSC survival up | NR2E3 ag-1 | NR2E3 ag-2 | CF NFkB inh | KKLEB cytotox | HIF-2a inh | TWEAK Fn14 block | Peg3 promoter
O=C(c1cccc(Cl)c1)N1CCCC(C(=O)N2CCCCCC2)C1 (stereo not drawn) | 0.1 | -2 | -7 | 0.7 | -11 | -2 | 17 | -9 | 12 | 6 | 21
C[C@H](CO)N1C[C@H](C)[C@@H](CN(C)C(=O)c2ccccc2)Oc2cc(C#C[C@@H](C)O)ccc2S1(=O)=O | 0.2 | x | -2 | -0.9 | 3 | x | -14 | 8 | 3 | -4 | -1
CCc1cccc(C)c1NC(=S)N(Cc1cccnc1)Cc1ccco1 | 0.0 | -3 | 24 | 1.6 | 8 | -1 | 9 | -4 | 10 | 11 | 10
CCOc1ccc(-c2cc(C(=O)NCCCn3ccnc3)c3ccccc3n2)cc1 | 0.7 | -57 | -16 | 0.1 | -11 | -1 | 7 | 5 | -151 | -5 | -57
Cc1ccc(C2CC(=O)C=C(O)C2)cc1 (stereo not drawn) | -0.1 | -1 | -2 | 1.2 | -13 | -1 | 1 | 8 | 15 | -4 | 9
O=Cc1c(Cl)[nH]c(=O)n1-c1ccccc1 | -0.3 | 8 | 11 | 2.2 | -4 | x | 0 | -9 | 5 | -4 | 10
O=C(C1CCN(S(=O)(=O)c2cnc[nH]2)CC1)N1CCN(c2ccc([N+](=O)[O-])cc2)CC1 | -0.1 | -8 | -9 | -0.5 | 0 | 0 | -1 | 3 | 14 | -20 | -15
O=[N+]([O-])c1cccc(COc2ccccc2CO)c1 | -0.2 | x | x | -2.9 | -15 | x | x | x | -41 | -15 | x
O=C(NCCCN1CCOCC1)C(=O)NCc1ccc(Cl)cc1 | 0.1 | -12 | -9 | -0.1 | -12 | -1 | -1 | 6 | 17 | 32 | -2
COc1cc(-c2c(C(=O)c3ccccc3)[nH]c(N)c2C(N)=O)ccc1F | -0.1 | x | x | 0.1 | -5 | x | x | x | -3 | 4 | x
CC(C)c1ccc([C@@H]2O[C@H](CCc3ccccc3)CC3=C2C(=O)OC(C)(C)O3)cc1 | 0.0 | x | x | -0.1 | -2 | x | x | x | 4 | -1 | x
CC12CCC(=O)C=C1C(F)CC1C2C(O)CC2(C)C1CCC2(O)C(=O)CO (stereo not drawn) | -0.3 | -23 | 8 | 0.1 | 13 | x | 76* | 33 | 22 | 7 | 10
C[C@@H]1CCCCO[C@H](CN(C)C(=O)c2ccccc2)[C@@H](C)CN([C@H](C)CO)C(=O)c2cc(NC(=O)NC3CCCCC3)ccc2O1 | -0.1 | x | -6 | 3.1 | 5 | x | 12 | -7 | 8 | 6 | -6
Cc1ccc(CNC(=O)CCS(=O)(=O)c2ccc3c(c2)CC(C)N3C(=O)C2CC2)cc1 (stereo not drawn) | -0.1 | 28 | 24 | -0.6 | -31 | -1 | 18 | -15 | 10 | 6 | 19
O=C(c1ccc(Cl)cc1)c1ccc(OCC(O)CN2CCCCC2)cc1 (stereo not drawn) | 2.6 | -13 | -5 | -1.6 | 8 | 0 | 15 | -9 | 2 | 16 | -1
N/C(=N\OC(=O)COc1ccc(Cl)cc1Cl)c1cccnc1 | -0.1 | -138 | -83 | -1.4 | -105 | 1 | -6 | -12 | -266 | -23 | -311
CCn1c(CNC(=O)c2cc(OC)c(OC)c(OC)c2)cc2cc(C)ccc21 | 2.0 | 13 | 81 | -0.6 | 89* | -2 | -6 | -18 | 8 | 25 | 8
COc1ccccc1CN(C)C(=O)c1cc(S(=O)(=O)N2CCCCCC2)ccc1OC | -0.3 | x | 8 | -2.7 | 12 | x | -3 | 4 | 9 | 1 | 20
O=C(CNC(=O)c1ccccc1F)NC1CCN(Cc2ccccc2)CC1 | -0.1 | 1 | -11 | -0.6 | -11 | 4 | -15 | -7 | -1 | 19 | -7
CCOc1ccc(/C=N/OCC(=O)Nc2ccc3c(c2)OCO3)cc1 | 0.2 | 3 | 6 | 4.1 | -30 | 2 | -6 | 3 | 3 | -5 | -9
COc1ccc(-c2noc(-c3ccccc3-c3ccccc3)n2)cc1 | -0.1 | -12 | 1 | -3.0 | -24 | 2 | -11 | 5 | -44 | 2 | -9
O=C(NCCN1CCC(n2c(=O)[nH]c3ccccc32)CC1)N1c2ccccc2Sc2ccccc21 | 0.2 | x | x | -0.7 | 16 | x | x | x | -28 | 9 | x
C=CCOc1c(Cl)cc(CNCCCN2CCOCC2)cc1OC | 0.0 | 5 | -1 | -0.6 | -25 | 3 | -12 | 11 | 19 | 4 | -4
